# From PubChem
# rCAG binder = binds r(CAG) RNA repeats; 1.3% of 370,000 active; inhibition, % at 3 µM; AID 651821; r(CAG) RNA repeat, TO-PRO-1 dye displacement fluorescence;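 active = inhibition above the plate cutoff, the mean of all test compounds on that plate plus 3 SD, cut at about 35% in these data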;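 also: 0% = DMSO alone and 100% = 100 µM mitoxantrone as full dye displacement; higher means more dye released from RNA so lower well fluorescence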
# PRMT1 inh = PRMT1 (human) inhibition, primary screen | 1.3% of 370,000 active | recombinant PRMT1, activity-based probe fluorescence polarization | inhibition, % at 2.79 µM | Q99873;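 active = inhibition above about 21% made by adding two undisclosed values, limit read from the data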
# Target sequence (Q99873 whole entry, looked up): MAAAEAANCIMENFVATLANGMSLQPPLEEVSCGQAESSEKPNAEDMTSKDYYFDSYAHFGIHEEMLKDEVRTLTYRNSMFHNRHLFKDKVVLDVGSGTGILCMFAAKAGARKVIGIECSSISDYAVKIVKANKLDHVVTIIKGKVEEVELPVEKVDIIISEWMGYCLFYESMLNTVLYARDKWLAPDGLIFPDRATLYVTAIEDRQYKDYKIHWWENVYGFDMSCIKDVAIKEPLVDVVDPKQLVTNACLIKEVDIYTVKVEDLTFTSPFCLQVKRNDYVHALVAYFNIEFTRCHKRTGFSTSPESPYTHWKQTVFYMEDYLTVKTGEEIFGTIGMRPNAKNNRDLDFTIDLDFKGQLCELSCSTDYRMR
# HTRA1 inh = HTRA1 (human) protease inhibition; AID 504803; 0.5% of 340,000 active; inhibition, % at 5.96 µM; Q92743; recombinant HTRA1, FP-rhodamine activity-based probe, fluorescence polarization; in the data active = inhibition above about 36%;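 also: 0% = enzyme with DMSO and 100% = wells lacking enzyme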
# Target sequence (Q92743 whole entry, looked up): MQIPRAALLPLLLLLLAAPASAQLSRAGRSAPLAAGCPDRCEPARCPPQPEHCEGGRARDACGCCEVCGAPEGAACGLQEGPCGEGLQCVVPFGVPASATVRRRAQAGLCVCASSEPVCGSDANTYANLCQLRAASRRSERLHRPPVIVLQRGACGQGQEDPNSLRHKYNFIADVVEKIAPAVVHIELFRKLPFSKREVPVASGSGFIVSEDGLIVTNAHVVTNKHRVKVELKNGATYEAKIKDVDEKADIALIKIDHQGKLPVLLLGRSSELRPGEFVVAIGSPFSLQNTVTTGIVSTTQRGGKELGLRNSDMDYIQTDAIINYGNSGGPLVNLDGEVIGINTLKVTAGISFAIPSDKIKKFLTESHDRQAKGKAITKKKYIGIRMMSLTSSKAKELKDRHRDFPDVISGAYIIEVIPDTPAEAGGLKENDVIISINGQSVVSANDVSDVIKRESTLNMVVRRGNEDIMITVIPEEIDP
# TDP2 absorb = blocks human TDP2 phosphodiesterase activity; O95551; 0.34% of 370,000 active; inhibition, % at 12.8 µM; AID 720702; recombinant TDP2, T5PNP hydrolysis, p-nitrophenol absorbance 415 nm;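 active = inhibition above the mean of all tested compounds plus 3 SD, set per campaign, cut at about 25% in these data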;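 also: 0% = DMSO with enzyme and 100% = buffer with substrate but no TDP2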
#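 Incubation: 2 h at 37 °C; Test system: recombinant human TDP2; Quantity: enzyme 120 nM; Read-out basis: percent inhibition; Medium: 50 mM Tris-HCl pH 7.5 with Mg2+, KCl, DTT, BSA; Repeats: single replicate; Compound: 12.8 µM single point, 1% DMSO; Signal: epi absorbance; Reagent: 5 mM T5PNP chromogenic substrate; Benchmarks: no-enzyme high, DMSO-plus-enzyme low.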
# Rev-erbA mod = Rev-erb alpha (human) modulation; P20393; 0.79% of 370,000 active; activity, % at 10 µM; Rev-erbα–FITC-DNA binding, fluorescence polarization, 90 min; AID 1259318;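 active = activity above about 14%, limit read from the data; passing the limit was not always enough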;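 also: 0% = DMSO wells with 35 nM protein and 100% = DMSO wells with 750 nM protein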
# PG9 binder = binds the HIV-1 gp120 antibody PG9 | inhibition, % at 6.7 µM | TR-FRET gp120-PG9 antibody binding | AID 624416 | 0.43% of 360,000 active; in the data active = inhibition above about 8.5%
# SIAE primary = inhibitors of human sialic acid acetylesterase SIAE; SIAE FP-Rh probe binding, fluorescence polarization; 0.69% of 370,000 active; inhibition, % at 9.66 µM; AID 1053197;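 active = inhibition above a cutoff: mean of compounds within the control limits plus 3 SD of those, cut at about 17% in these data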;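 also: 0% = plate median of compound wells and 100% = probe without SIAE protein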
# mABHD4 FP = inhibitors of mouse ABHD4 | 0.54% of 370,000 active | Q8VD66 | purified mABHD4, FP-Rh probe fluorescence polarization | AID 720543 | inhibition, % at 8.92 µM;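 active = inhibition exceeding the mean over every tested compound plus 3 SD, cut at about 30% in these data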;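 also: 0% = plate median of compound wells and 100% = S159A mutant with DMSO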
#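 assay system = mABHD4 protein | compound dosing = single nominal dose of 8.92 µM, 0.89% DMSO final | read-out basis = percent inhibition of probe binding, normalized to plate controls | schedule = Enzyme–compound pre-incubation 45 min, then probe 60 min, both 25 °C | detection = fluorescence polarization, excitation 525 nm, emission 598 nm, BODIPY TMR filters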
# LEDGF integ inh = blocks HIV-1 LEDGF/p75-dependent DNA integration | TR-FRET IN-LEDGF/p75 DNA integration, Eu/Cy5 | inhibition, % at 3.7 µM | 0.64% of 370,000 active;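 active = inhibition above the screen-wide mean plus 3 SD, cut at about 13% in these data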;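 also: signal is the Cy5 over europium emission ratio at 671 and 618 nm; 0% = plate median of compound wells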
# TCR-CD3 inh = blocks the human TCR-CD3 interaction; AID 651800; 0.37% of 360,000 active; inhibition, % at 9.4 µM; TAMRA-labeled TCR probe fluorescence, biochemical; in the data active = inhibition above about 19%;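 also: recombinant mutant TCR 2C K166C tagged with TAMRA read by polarization; 0% = receptor in buffer alone and 100% = receptor with positive control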
# Active calls of the source: *; . = no result given. The list is partial. The share of hits here may be higher or lower than overall.
SMILES,rCAG binder,PRMT1 inh,HTRA1 inh,TDP2 absorb,Rev-erbA mod,PG9 binder,SIAE primary,mABHD4 FP,LEDGF integ inh,TCR-CD3 inh
COc1ccc(C2C(CN3CCOCC3)C(=O)N2c2ccccc2)cc1 (stereo not given),-6,-1,0,-2,-2,-0.3,-4,0,-1,1
COC(=O)Cn1c(=O)oc2ccc(C)cc21,-3,2,-2,-6,-2,-1.8,10,0,-5,-7
COc1ccccc1CCc1nnc(CCC(=O)NC(C)Cc2ccsc2)o1 (stereo not given),-7,-4,1,6,3,2.4,-5,-3,-4,-3
COCCn1c(=O)[nH]c2cc(C(=O)NCCN3CCN(c4ccccc4)CC3)ccc2c1=O,-5,-4,-3,2,-6,-0.2,10,-5,0,6
COc1cc(OC)c(NC(=O)c2cc3ccccc3cc2O)cc1Cl,35*,1,9,-2,3,-0.1,6,7,-1,-9
CCOC(=O)c1ccc(NC(=O)C(=O)NCc2ccco2)cc1,-4,1,-2,12,4,0.7,8,3,3,6
Cc1cc(C)n2c(C)nnc2c1,3,4,8,1,2,1.3,2,3,-1,-7
CCn1nc(C)c(CN2CCN(Cc3ccc(OC)c(C)c3C)C(CCO)C2)c1C (stereo not given),-8,-2,4,8,-3,-2.1,4,-9,13*,4
CS(=O)(=O)N1CCCC(C(=O)Nc2ccccc2F)C1 (stereo not given),-1,-1,-6,9,-6,-0.2,-3,-3,5,-2
CN(C)c1ccc(/C=N/N(CCC#N)C2=NS(=O)(=O)c3ccccc32)cc1,7,1,4,7,4,-5.0,0,3,1,-4
CNC(=S)N/N=C/c1c(C)cccc1Cl,3,-7,-2,-18,4,0.3,2,-11,3,2
O=C(/C=C/c1ccc(S(=O)(=O)NCc2ccco2)cc1)N1CCN(c2ccccc2)CC1,-3,1,0,8,-2,-3.2,3,-7,2,6

# Record cards, from the list above. Screens in order: rCAG binder	PRMT1 inh	HTRA1 inh	TDP2 absorb	Rev-erbA mod	PG9 binder	SIAE primary	mABHD4 FP	LEDGF integ inh	TCR-CD3 inh
# Cc1cc(C)n2c(C)nnc2c1 reads 3	4	8	1	2	1.3	2	3	-1	-7
# CN(C)c1ccc(/C=N/N(CCC#N)C2=NS(=O)(=O)c3ccccc32)cc1 reads 7	1	4	7	4	-5.0	0	3	1	-4
# CS(=O)(=O)N1CCCC(C(=O)Nc2ccccc2F)C1 (stereo not given) reads -1	-1	-6	9	-6	-0.2	-3	-3	5	-2
# COc1ccc(C2C(CN3CCOCC3)C(=O)N2c2ccccc2)cc1 (stereo not given) reads -6	-1	0	-2	-2	-0.3	-4	0	-1	1

# Next part.
SMILES,rCAG binder,PRMT1 inh,HTRA1 inh,TDP2 absorb,Rev-erbA mod,PG9 binder,SIAE primary,mABHD4 FP,LEDGF integ inh,TCR-CD3 inh
CCOC(=O)c1c(S(=O)(=O)NCc2ccco2)c(C)n(C)c1C,0,-3,2,12,-3,-0.5,8,-2,2,-1
CC(=O)Nc1ccc(S(=O)(=O)NCC2CCC(C(=O)N3CCN(c4ccccn4)CC3)CC2)cc1 (stereo not given),-2,2,-2,14,1,-0.1,-4,0,-1,6
CCOc1ccc(Br)cc1S(=O)(=O)Nc1ccc(C(=O)Nc2ccc(C)cc2)cc1,7,-2,-46,2,5,-0.6,-34,1,-3,6
O=C(O)CCC(=O)N1N=C(c2ccccc2)CC1c1ccc2nccnc2c1 (stereo not given),5,-2,-2,11,-1,-0.4,2,3,4,1
COC(=O)c1cc(C(=O)OC)n(Cc2ccc(Br)cc2)n1,-3,-1,-7,9,2,-1.6,10,1,0,7
N#C/C(=C/C=C/c1ccccc1)C(=O)Nc1ccccc1,4,3,-21,4,0,-1.8,-9,-8,2,1
CCCCCCCCN1C(=O)[C@H](CC(=O)NCC2CCCCC2)C[C@@]2(C(=O)OC)CC(C)(C)CC=C12,0,5,.,-2,3,-0.8,6,3,-2,2
CCn1nc(C)c(Br)c1-c1nc(CS(=O)(=O)c2ccc(F)cc2)no1,-6,-2,-4,5,9,0.1,2,-2,-5,0
CC(C)(C)SCCNC(=O)/C=C/c1cccc([N+](=O)[O-])c1,-2,1,4,12,2,0.9,3,6,-4,-3
Cc1ccccc1C(=O)N/N=C1/SCC(=O)N1Cc1ccccc1,-11,2,7,3,0,-0.9,-4,3,0,-4
COCCn1nnnc1C(c1ccc2ncccc2c1)N1CCc2ccccc21 (stereo not given),-2,-1,7,-3,-4,1.4,4,3,2,-6
O=C(O)CCCCOn1ccnc1,2,0,-1,4,2,-1.8,3,2,-4,5
CCOc1ccccc1NC(=O)COc1ccc2c(c1)OCO2,0,-1,-14,6,-3,1.3,4,-4,-1,-3
CC(=O)Oc1[nH]c(=O)c2cccc3c2c1CCC3,3,7,4,-8,0,-5.3,7,7,1,2
CSc1ccccc1NC(=O)c1ccc(N2CC3CC(C2)c2cccc(=O)n2C3)c(NC(=O)c2ccncc2)c1 (stereo not given),-1,1,1,-5,-7,-0.9,-2,-1,1,-4
COC(=O)c1[nH]c2cccc(OC)c2c1NC(=O)C(C)N1CCC(C)CC1 (stereo not given),-3,-2,.,6,2,-0.1,0,1,-3,2
CCn1ncc([N+](=O)[O-])c1C(=O)Nc1c(C)cccc1C,-4,1,11,-14,4,-0.8,3,1,-8,-10
COc1cccc(-c2ccc(NC(=O)C3CCCN(CCCn4nc(C)cc4C)C3)cc2)c1 (stereo not given),-3,-2,-15,3,-2,-2.5,1,9,-3,-1
c1ccc(-c2nc(NCc3ccco3)c3ccccc3n2)nc1,-1,-3,32,2,-2,-1.8,1,10,-9,5
CC1(c2ccccc2)NC(=O)N(CCN2C(=O)c3ccccc3C2=O)C1=O (stereo not given),1,5,12,-5,0,-1.1,-4,-8,-4,-7
CCCCCCc1cc2cc(C(=O)NC)c(=N)oc2cc1O,4,3,-7,7,9,-1.4,10,-2,1,-6
COc1ccc(S(=O)(=O)N(CC(=O)NC(C)C)Cc2ccccc2)cc1,-6,-1,2,0,-2,-0.7,1,1,-2,4
CN(Cc1ccco1)C(=O)c1ccc(CNS(=O)(=O)c2ccc3c(c2)C(C)(C)C(=O)N3C)cc1,1,2,6,-3,2,-0.6,-6,-2,-2,5
COC1=C[C@H](C(=O)NCc2ccccc2)[C@H](C)[C@@H](c2ccccc2)CC1=O,2,1,.,0,-3,.,-1,0,-3,.
CCOc1cc(/C=N/NC(N)=O)cc(Br)c1OCC(=O)Nc1cccc2ccccc12,15,1,-42,-1,-4,-2.6,-8,-6,-2,7
Cc1nn(Cc2ccccc2)c(C)c1/C=N/NC(=O)CNc1cccc(C(F)(F)F)c1,1,4,-32,-13,4,-4.3,-9,-15,0,0
CC(C)C(NC(=O)c1ccccc1)c1nnc(SCC(=O)NC2CCCC2)n1C (stereo not given),-4,7,8,-4,2,1.5,3,1,-5,-9
Cc1cnc(NCCc2ccccc2)s1,1,8,3,-21,-1,-1.9,0,-7,2,-7
Cc1cccc(-c2nnc(NC(=O)c3cccs3)s2)c1,0,-3,-3,13,5,-0.9,2,7,1,-5
O=C(NCCO)c1cccc2c1C(=O)c1ccccc1-2,-2,3,3,9,1,0.0,-5,4,2,-4
O=C(C1Cc2ccccc2CN1S(=O)(=O)c1ccccc1[N+](=O)[O-])N1CCOCC1 (stereo not given),0,-1,6,-5,-1,-2.5,-2,-7,0,3
O=C(NCC(c1ccco1)N1CCc2ccccc2C1)c1ccc(F)cc1 (stereo not given),3,5,2,0,-3,-2.1,5,3,4,2
CC(C)c1ccc(NC(=O)CSc2nc(=O)n(CCN3CCOCC3)c3c2CCC3)cc1,-7,0,0,1,2,-1.1,0,-4,1,-4
CCN(CC)CCOC(=O)c1ccc(NC(=O)CCCN2C(=O)/C(=C\c3cccs3)SC2=S)cc1,6,6,-23,4,7,-5.2,-7,-22,5,8
COCCN(C(=O)CSc1nnc(-c2ccccc2F)n1C)c1c(N)n(Cc2ccccc2)c(=O)[nH]c1=O,-4,6,1,-23,-7,0.8,-8,-9,-1,0
COc1ccc(N(CC(=O)NCCSc2ccccc2)S(=O)(=O)c2ccccc2)cc1,-4,0,-18,11,7,-1.7,-2,0,2,6
O=C(CCNS(=O)(=O)c1ccc(Br)cc1)NC1CCC(O)CC1 (stereo not given),2,-4,2,2,-5,-1.9,-1,2,1,-4
COc1ccccc1/C=C/C=N/n1c(-c2ccncc2)n[nH]c1=S,5,3,2,7,1,-0.3,12,-9,-1,-2
Cc1cnc(-c2nc3ccccc3n2C(C(=O)Nc2c(C)cccc2C)C2CC2)cn1 (stereo not given),1,4,.,-13,-5,0.3,-13,4,-2,1
O=C1CSC(c2ccccc2)N1Cc1ccccn1 (stereo not given),2,-1,1,0,-3,0.3,-6,-7,1,3
CSCCC(NS(=O)(=O)c1ccccc1F)C(=O)N1CCCCCC1 (stereo not given),-2,-1,-9,-7,9,-1.1,1,0,4,2
CCc1nc2sc(C)c(C)c2c(=O)n1CCO,4,3,2,4,-4,1.2,3,-2,-1,2
O=C(CN(Cc1ccccc1F)S(=O)(=O)c1ccc(Cl)cc1)NCC1CCCO1 (stereo not given),-6,1,5,1,5,1.0,-1,-7,-1,4
O=C(Cc1csc(-c2ccccc2)n1)NCc1ccccc1F,0,-4,.,-14,3,-0.3,0,-4,1,-2
COc1ccc(C2C(C(C)=O)=C(C)N=c3s/c(=C\c4ccco4)c(=O)n32)c(OC)c1 (stereo not given),15,13,1,1,-3,-2.1,3,12,15*,-9
COc1ccc(C(=O)Nc2ccccc2C(=O)Nc2ccncc2)cc1,-2,4,-28,2,7,-0.9,-6,-3,-6,-7
COc1cc(/C=C2/C(=N)N3C(SC)=NSC3=NC2=O)ccc1OC(=O)c1ccco1,32,0,2,4,5,0.3,-9,-11,2,1
Clc1ccc(-c2nc3ccccn3c2CN2CCCCC2)cc1,-6,-3,-6,-3,-1,-2.8,4,-3,5,-6
CNC(=O)c1ccccc1NC(=O)c1ccc(C)c(S(=O)(=O)N2CCCCC2)c1,0,0,-33,-2,6,2.2,-6,-3,0,-3
O=C(CNS(=O)(=O)/C=C/c1ccccc1)OC1CCOC1=O (stereo not given),0,0,-6,3,-7,-2.1,3,3,3,2
O=C(NCC1CCCCC1)C1CCC(=O)N(CCc2cccc(F)c2)C1 (stereo not given),-8,-2,3,3,1,-3.1,2,-3,1,6
Cc1cc(C)c2c(=N)c3ccccc3n(CCCCCCCCn3c4ccccc4c(=N)c4c(C)cc(C)nc43)c2n1,31,-6,-2,-7,-28,9.7*,-3,-7,-2,3
S=c1[nH]c2ccccc2n2c(=S)[nH]nc12,6,9,2,7,3,-98,14,10,-8,10
COc1ccc(Cc2noc(CN3CCN(Cc4csc(C)n4)CC3)n2)cc1OC,-8,-8,3,-11,1,-0.7,6,4,3,-1
N#CCCCc1cn(-c2cccc(-c3noc4c3C(=O)N(CC(=O)N3CCOCC3)CC4)c2)nn1,0,-1,.,-2,9,.,4,1,0,.
